Assay outcomes deposited in PubChem by The Scripps Research Institute Molecular Screening Center.
TEAD-YAP inh: TEAD-YAP interaction inhibition, primary screen, TEAD-YAP interaction inhibitor project, luminescence, HEK-TIYL cells; TEAD-Gal4/YAP UAS-luciferase luminescence; inhibition, % at 9.12 µM; 640,000 tested, 1.4% active; AID 1259422, 2018; in the data active = inhibition above about 32%;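 note: 0% = median of test compound wells and 100% = reference inhibitor wells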
MITF inh: MITF inhibitors, primary screen, biochemical, AlphaScreen, human. AlphaScreen MITF homodimerization, bead proximity signal. 650,000 tested, 0.91% active. inhibition, % at 2.6 µM. AID 1259374, 2018. Microphthalmia-associated transcription factor (Homo sapiens), O75030; in the data active = inhibition above about 50%;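 note: 0% = vehicle wells with protein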
Target sequence (O75030 whole entry, looked up): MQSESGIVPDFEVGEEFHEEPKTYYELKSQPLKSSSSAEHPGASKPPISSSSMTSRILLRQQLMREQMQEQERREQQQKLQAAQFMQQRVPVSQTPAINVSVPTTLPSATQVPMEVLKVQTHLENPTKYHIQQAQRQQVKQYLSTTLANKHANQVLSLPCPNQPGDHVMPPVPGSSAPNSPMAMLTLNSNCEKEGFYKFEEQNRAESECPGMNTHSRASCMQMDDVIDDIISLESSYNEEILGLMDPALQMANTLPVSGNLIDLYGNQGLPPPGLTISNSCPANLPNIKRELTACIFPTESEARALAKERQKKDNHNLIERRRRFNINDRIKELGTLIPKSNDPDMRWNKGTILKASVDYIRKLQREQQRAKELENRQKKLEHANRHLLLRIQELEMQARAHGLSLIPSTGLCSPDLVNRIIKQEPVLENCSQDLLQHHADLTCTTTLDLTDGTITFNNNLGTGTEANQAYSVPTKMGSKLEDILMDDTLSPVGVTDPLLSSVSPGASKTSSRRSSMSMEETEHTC
FBW7 activator: FBW7 E3 ligase activators, primary screen, biochemical, AlphaScreen, human | 650,000 tested, 0.13% active | F-box/WD repeat-containing protein 7 (Homo sapiens), Q969H0 | normalized activity (activation), % at 26.1 µM | AlphaScreen FBW7–phospho-cyclin E peptide binding, activator screen; in the data active = normalized activity above about 1.9%;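 note: purified mutant Fbw7 with reduced substrate affinity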
GPR151 ag: activators of human GPR151, primary screen, cell-based, PathHunter beta-arrestin, luminescence; G-protein coupled receptor 151 (Homo sapiens), Q8TDV0; PathHunter beta-arrestin GPR151 cells; activation, % at 11.2 µM; 650,000 tested, 1% active; in the data active = activation above about 4.9%;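 note: 0% = median of compound wells and 100% = cells with positive control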
Target sequence (Q8TDV0 whole entry, looked up): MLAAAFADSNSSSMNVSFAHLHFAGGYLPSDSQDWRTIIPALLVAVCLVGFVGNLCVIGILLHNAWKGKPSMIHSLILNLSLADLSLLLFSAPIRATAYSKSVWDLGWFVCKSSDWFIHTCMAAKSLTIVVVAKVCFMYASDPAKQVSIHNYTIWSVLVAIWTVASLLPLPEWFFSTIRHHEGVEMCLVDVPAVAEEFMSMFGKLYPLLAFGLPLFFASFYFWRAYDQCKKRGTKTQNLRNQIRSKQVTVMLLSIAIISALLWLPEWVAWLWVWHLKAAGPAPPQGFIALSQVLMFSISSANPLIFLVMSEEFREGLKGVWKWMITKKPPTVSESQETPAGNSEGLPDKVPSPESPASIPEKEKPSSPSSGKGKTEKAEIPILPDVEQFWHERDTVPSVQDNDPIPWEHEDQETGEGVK
Starred values were filed as active, the others as inactive.

SMILES | TEAD-YAP inh | MITF inh | FBW7 activator | GPR151 ag
NS(=O)(=O)c1ccc(NC(=S)NC(=O)/C=C/c2cccs2)cc1 | 5.9 | 14.9 | 0.0 | 0.4
COC(=O)C1=C(N)Oc2cc(C)n(Cc3ccccc3)c(=O)c2C1c1ccccc1Cl (stereo not drawn) | 1.7 | 14.6 | 0.1 | -1.0
CCOC(=O)c1ccc(NC2=CC(=O)CC(c3ccccc3)C2)cc1 (stereo not drawn) | -2.8 | 13.9 | 0.3 | -0.5
COc1ccc(CC(=O)Nc2ccc3nc(-c4ccc(Cl)cc4)oc3c2)cc1 | 12.3 | -4.0 | -0.2 | 1.3
COCCn1nnnc1C(c1ccc(F)cc1)N1CCC(O)CC1 (stereo not drawn) | -1.8 | -24.6 | -0.1 | 0.4
CC(=O)Nc1nc2ccc(N)cc2s1 | -35.4 | 1.6 | 0.1 | -6.4
CC(=O)c1ccc(NC(=O)CSc2nnnn2-c2cc(C)ccc2C)cc1 | 4.1 | 14.1 | 0.1 | -0.2
COc1ccc2cc(C3CC(c4ccc(Cl)cc4)=NN3C(=O)CCCC(=O)O)c(Cl)nc2c1 (stereo not drawn) | 5.8 | 2.1 | 0.1 | 1.5
CCOc1ccc(NC(=O)CSc2nc3[nH]ncc3c(=O)[nH]2)cc1 | 16.8 | -14.2 | 0.1 | 1.1
CCn1c(=O)c2c(nc(SCC(=O)Nc3ccccc3F)n2C)n(C)c1=O | -4.0 | 12.2 | 0.1 | -0.1
CCOC(=O)c1c(NC(=O)c2ccc(OC)c(OC)c2)sc(C(=O)Nc2ccc(C)cc2C)c1C | 4.9 | 10.7 | 0.5 | -0.1
Cc1ccccc1C(=O)Nc1ccc2nc(N3CCOCC3)cc(C)c2c1 | -38.5 | 11.1 | 1.1 | -0.8
Cc1cc(CC(=O)O)c(C)n1-c1ccc(Cl)cc1 | 3.8 | 4.0 | -0.1 | 1.6
O=C(CCSc1ccccc1)N1CCc2ccccc21 | 2.8 | -21.5 | 0.0 | -1.8
Cc1ccc(C(=O)Nc2ccc(O)c(C(=O)O)c2)cc1 | 9.8 | 13.7 | 0.0 | -1.6
O=C(OCCCN1C(=O)c2cccc3c(N4CCCCC4)ccc(c23)C1=O)c1ccccc1[N+](=O)[O-] | -21.8 | -24.9 | 0.1 | 1.1
COCC1=C(C(=O)OC)C(c2c(F)cccc2F)C(C#N)=C(C)N1 (stereo not drawn) | 14.6 | -6.2 | 0.0 | 1.2
CCOC(=O)C1=C(O)/C(=C\c2cccc(O)c2)SC1=Nc1cccc(Cl)c1 | 0.9 | -9.6 | 0.0 | 0.0
Cc1ccc(C2CC(c3ccc(Br)cc3)n3nnnc3N2)cc1C (stereo not drawn) | 2.6 | 4.7 | 0.1 | -0.3
Cc1cc(C)n(-c2nnc(C)n2/N=C/c2ccccc2O)n1 | -0.4 | 7.6 | 0.7 | -1.3
CCOc1ccc(/C=C/C(=O)c2cc3cc([N+](=O)[O-])ccc3oc2=O)cc1OC | -2.0 | -3.0 | 0.1 | 1.7
CCOc1ccc(C(=O)Nc2c3c(nn2-c2cccc(C)c2C)CS(=O)C3)cc1OCC (stereo not drawn) | -13.3 | -1.6 | 0.2 | -0.6
Cc1ccc(S(=O)(=O)N2CCNCC2)cc1 | -2.4 | -1.0 | 0.1 | 0.2
CN1CCCC(OC(=O)c2ccc3c(c2)OCCO3)C1 (stereo not drawn) | -15.3 | 12.2 | 0.5 | -0.3
CN(Cc1ccc(OCC(O)CN(C)Cc2ccccc2)cc1)Cc1cccnc1 (stereo not drawn) | 8.9 | 0.7 | -0.1 | 0.0
O=c1oc2ccccc2c(NC2CCCC2)c1[N+](=O)[O-] | 2.9 | -97.1 | 0.0 | -1.1
O=C(c1ccc(Cl)c(NC2=NC3CS(=O)(=O)CC3S2)c1)N1CCCC1 (stereo not drawn) | -4.6 | -4.3 | -0.1 | 1.3
CCC(C)NC(=O)Cn1cc2c(n1)CCCC2 (stereo not drawn) | 0.9 | 2.7 | 0.0 | -1.1
Cc1ccc(-c2nc(NC(C)C)c3ccccc3n2)cc1 | 11.3 | 3.5 | 0.1 | 1.4
C/C(=C\C(=O)c1cccnc1)Nc1ccc(Cl)cc1Cl | 0.6 | 12.9 | -0.1 | 2.0
COC(=O)Cn1c(=NC(=O)Cn2c(=O)oc3ccccc32)sc2ccccc21 | -9.8 | 0.9 | 0.1 | -0.5
Cc1ccc(S(=O)(=O)NC2CCSC2=O)cc1 (stereo not drawn) | 2.7 | -5.3 | 0.0 | 1.9
COc1ccc(CCC(=O)Nc2ccc3nc(N4CCCCC4)cc(C)c3c2)cc1 | -12.2 | -3.1 | 0.6 | -0.3
Cc1nc(CNC(=O)C2CC(=O)c3sc(NC(=O)c4ccccc4C)nc3C2)cs1 (stereo not drawn) | -4.3 | -0.7 | 0.0 | -0.6
O=C(NN1C(=O)CCC1=O)c1cccc(I)c1 | -14.7 | 0.2 | -0.4 | -1.8
CCOC(=O)C1=C(C)N=c2s/c(=C\c3cc(Br)c(OC)cc3OC)c(=O)n2C1c1cccs1 (stereo not drawn) | -3.6 | 3.1 | 0.0 | 0.9

Copied from the results shown (22 entries):
SMILES | TEAD-YAP inh | MITF inh | FBW7 activator | GPR151 ag
COC(=O)C1=C(N)Oc2cc(C)n(Cc3ccccc3)c(=O)c2C1c1ccccc1Cl (stereo not drawn) | 1.7 | 14.6 | 0.1 | -1.0
CCOC(=O)c1ccc(NC2=CC(=O)CC(c3ccccc3)C2)cc1 (stereo not drawn) | -2.8 | 13.9 | 0.3 | -0.5
COc1ccc(CC(=O)Nc2ccc3nc(-c4ccc(Cl)cc4)oc3c2)cc1 | 12.3 | -4.0 | -0.2 | 1.3
COCCn1nnnc1C(c1ccc(F)cc1)N1CCC(O)CC1 (stereo not drawn) | -1.8 | -24.6 | -0.1 | 0.4
CC(=O)Nc1nc2ccc(N)cc2s1 | -35.4 | 1.6 | 0.1 | -6.4
CC(=O)c1ccc(NC(=O)CSc2nnnn2-c2cc(C)ccc2C)cc1 | 4.1 | 14.1 | 0.1 | -0.2
COc1ccc2cc(C3CC(c4ccc(Cl)cc4)=NN3C(=O)CCCC(=O)O)c(Cl)nc2c1 (stereo not drawn) | 5.8 | 2.1 | 0.1 | 1.5
CCOc1ccc(NC(=O)CSc2nc3[nH]ncc3c(=O)[nH]2)cc1 | 16.8 | -14.2 | 0.1 | 1.1
CCn1c(=O)c2c(nc(SCC(=O)Nc3ccccc3F)n2C)n(C)c1=O | -4.0 | 12.2 | 0.1 | -0.1
CCOC(=O)c1c(NC(=O)c2ccc(OC)c(OC)c2)sc(C(=O)Nc2ccc(C)cc2C)c1C | 4.9 | 10.7 | 0.5 | -0.1
Cc1ccccc1C(=O)Nc1ccc2nc(N3CCOCC3)cc(C)c2c1 | -38.5 | 11.1 | 1.1 | -0.8
Cc1cc(CC(=O)O)c(C)n1-c1ccc(Cl)cc1 | 3.8 | 4.0 | -0.1 | 1.6
O=C(CCSc1ccccc1)N1CCc2ccccc21 | 2.8 | -21.5 | 0.0 | -1.8
Cc1ccc(C(=O)Nc2ccc(O)c(C(=O)O)c2)cc1 | 9.8 | 13.7 | 0.0 | -1.6
O=C(OCCCN1C(=O)c2cccc3c(N4CCCCC4)ccc(c23)C1=O)c1ccccc1[N+](=O)[O-] | -21.8 | -24.9 | 0.1 | 1.1
COCC1=C(C(=O)OC)C(c2c(F)cccc2F)C(C#N)=C(C)N1 (stereo not drawn) | 14.6 | -6.2 | 0.0 | 1.2
CCOC(=O)C1=C(O)/C(=C\c2cccc(O)c2)SC1=Nc1cccc(Cl)c1 | 0.9 | -9.6 | 0.0 | 0.0
Cc1ccc(C2CC(c3ccc(Br)cc3)n3nnnc3N2)cc1C (stereo not drawn) | 2.6 | 4.7 | 0.1 | -0.3
Cc1cc(C)n(-c2nnc(C)n2/N=C/c2ccccc2O)n1 | -0.4 | 7.6 | 0.7 | -1.3
CCOc1ccc(/C=C/C(=O)c2cc3cc([N+](=O)[O-])ccc3oc2=O)cc1OC | -2.0 | -3.0 | 0.1 | 1.7
CCOc1ccc(C(=O)Nc2c3c(nn2-c2cccc(C)c2C)CS(=O)C3)cc1OCC (stereo not drawn) | -13.3 | -1.6 | 0.2 | -0.6
Cc1ccc(S(=O)(=O)N2CCNCC2)cc1 | -2.4 | -1.0 | 0.1 | 0.2

(more compounds)
SMILES | TEAD-YAP inh | MITF inh | FBW7 activator | GPR151 ag
CC1CCCC(C)N1CCNC(=O)C1CCN(S(C)(=O)=O)CC1 (stereo not drawn) | -5.5 | 1.9 | -0.1 | 0.4
Cc1cccn2c(CN3CCC(N4CCSCC4)CC3)c(C(=O)N3CCCCC3)nc12 | 5.1 | 10.8 | -0.2 | -1.2
COc1ccc(/C(C)=N/NC(=O)c2ccccc2[N+](=O)[O-])cc1 | 1.5 | 8.2 | 0.4 | 0.2
COc1ccc(-c2nnc3n2N=C(c2ccc4c(c2)OCCO4)CS3)cc1 | 45.6* | 7.0 | 0.0 | -1.3
COc1ccc(NC(=O)/C=C/c2cccc(Oc3ccccc3)c2)cc1 | 18.2 | 10.6 | 0.0 | 0.4
CC(=O)c1ccc(N2C(=O)N(CC(N)=O)c3ccccc3S2(=O)=O)cc1 | 6.8 | 15.9 | 1.2 | -0.3
Cc1cc(C)c2c(CC(=O)Nc3cc4c(cc3[N+](=O)[O-])OCO4)coc2c1 | 9.4 | 22.9 | 0.6 | -1.8
COc1ccccc1C(=O)NC(=S)Nc1ccccc1 | 36.1* | 3.7 | -0.1 | -1.3
O=C(Nc1ccc(Cl)cc1)C1C2C=CC3(O2)C1C(=O)N(CCN1CCOCC1)C3C(=O)NC1CCCCC1 (stereo not drawn) | -3.9 | -19.3 | -0.1 | 1.7
O=C(CCCCCn1c(=S)[nH]c2ccc(Br)cc2c1=O)NCc1ccc(Cl)cc1 | -2.2 | 8.8 | 0.2 | 0.9
COc1ccc(NC(=O)CN(C)S(=O)(=O)c2ccccc2)c([N+](=O)[O-])c1 | 13.8 | 5.2 | 0.1 | -0.4
O=C(Nc1ccncc1)c1sc2ccccc2c1Cl | -23.1 | 5.7 | -0.1 | 1.6
O=C1COc2cc(-c3c(Nc4ccccc4)c(=O)c3=O)ccc2N1 | 6.1 | -2.6 | 0.2 | -1.6
CCOC(=O)C1=C(C)N=c2s/c(=C\c3ccc(OCc4cccc5ccccc45)cc3)c(=O)n2C1c1ccc2c(c1)OCO2 (stereo not drawn) | -25.9 | 12.8 | 0.1 | -0.2
Cc1cccc(NC(=O)CNCCCN2CCOCC2)c1C | -1.6 | 75.6* | 0.3 | 1.1
COc1ccc(C(CCN2C(=O)c3ccccc3C2=O)C2CCOC(C)(C)C2)cc1 (stereo not drawn) | -6.9 | 3.9 | 0.3 | 1.4
CC(=O)c1ccc(NC(=O)/C=C/c2cccs2)cc1 | -24.0 | 12.8 | 0.2 | -0.6
O=C(Cc1ccc([N+](=O)[O-])cc1)Nc1ccc2nc3n(c(=O)c2c1)CCCCC3 | 2.4 | 11.2 | 0.0 | -0.3
COCc1cc(C)nc2sc(C(=O)c3ccc(F)cc3F)c(N)c12 | -10.4 | -8.5 | 0.2 | 0.0
O=C(Nc1ccc(N2CCOCC2)cc1)c1cnc(NCCN2CCOCC2)s1 | -0.8 | 2.0 | -0.2 | -0.2
COc1cc(C2C(C(=O)Nc3ccc(C)cn3)=C(C)NC3=C2C(=O)CC(C)(C)C3)cc(OC)c1OC (stereo not drawn) | 0.0 | 16.7 | 0.1 | -0.9
CC(=O)Nc1ccc(-c2nnc(SCC(=O)Nc3cccc([N+](=O)[O-])c3)n2C)cc1 | -1.6 | 9.9 | 0.0 | 1.3
COc1ccc(-c2nc(CSCC(=O)N3CCOCC3)c(C)o2)cc1OC | 9.0 | 1.5 | 0.0 | -0.8
NC(=O)c1ccccc1N=Cc1cc(Br)ccc1O | 2.4 | 15.8 | 0.1 | -0.3
Oc1ccc(CCc2ncccc2O)cc1 | -5.2 | -1.6 | 0.1 | -0.2
Cc1ccc(Cl)cc1N(CC(=O)Nc1c(C)n(C)n(-c2ccccc2)c1=O)S(C)(=O)=O | 7.3 | -0.3 | -0.1 | 1.3
Clc1ccc(Cl)c(OCc2ccccc2Cl)c1 | -3.9 | 6.0 | -0.1 | 1.4
COC(=O)C(C)Sc1nc(NCc2ccccc2)nc(N(C)C)n1 (stereo not drawn) | -1.1 | -1.4 | -0.3 | -0.5
CCN(CC)c1ccc(/C=C2\C(=O)N(c3nc(-c4ccc(Cl)cc4)cs3)N=C2c2ccccc2)cc1 | 2.2 | -1.9 | 0.0 | -0.6
Cn1c(=O)c2ccccc2n2c(SCC(=O)NCc3cccs3)nnc12 | 0.2 | 17.5 | 0.0 | -0.8
CN1CCN(C(=O)c2ccc(-c3nccc(NCCc4ccc(O)cc4)n3)cc2)CC1 | 0.3 | -0.4 | -0.1 | -1.3
CC1(C)Oc2ccc(C(=O)N/N=C/c3ccccc3O)cc2NC1=O | 0.5 | 20.6 | -0.1 | 0.4
Cc1nc(CC(=O)NCC2CCC3(CCN(Cc4cccnc4)CC3)O2)cs1 (stereo not drawn) | 7.0 | 5.4 | 0.1 | -0.6
